Screening data deposited in PubChem BioAssay by The Scripps Research Institute Molecular Screening Center.
TTR transcr act: activators of transthyretin transcription. SH-SY5Y TTR promoter Gaussia luciferase, luminescence; 100% = recombinant luciferase protein wells. activation, % at 16.7 µM. hit rate 1.3% among 92,000;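 active = activation above the mean of all tested compounds plus 3 SD, cut at about 9.5% in these data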;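 note: cells exposed to compounds for one day before reading; 0% = median of all test compound wells on the plate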
* marks the source's active call; other numbers are inactive results. This is a subset; count on the stated rates, not on these rows.

TTR transcr act	SMILES
-1.4	Cc1c(Cl)cccc1NC(=O)Nc1ccccc1C(N)=O
2.0	CCN1C(=O)C(F)(CC)C(=O)c2ccccc21 (configuration not stated)
-1.2	Cc1nc2c3ccccc3nc(NNC(=O)CCC(=O)N3CCN(c4ccc(F)cc4)CC3)n2n1
-0.2	O=C(Nc1ccc2ccccc2c1)C(c1ccc(C(F)(F)F)cc1)n1c(=O)c(-c2cc3ccccc3[nH]2)nc2ccccc21 (configuration not stated)
5.0	CC(C)CN(C(=O)CCc1ccccc1Cl)c1c(N)n(Cc2ccccc2)c(=O)[nH]c1=O
-1.6	COc1ccccc1Oc1nc2ccccn2c(=O)c1/C=C(\C#N)C(=O)Nc1c(C)n(C)n(-c2ccccc2)c1=O
-5.2	O=C1NC[C@@H](c2ccccc2)OC(=O)[C@H](Cc2ccc(F)cc2)CC/C=C/C[C@H]1CC(=O)N(CCO)Cc1ccccc1
-2.8	CCC(C)Sc1ccc(-c2nc3cc(C)ccn3c2NC2CCCCC2)cc1 (configuration not stated)
2.1	COc1ccc(OC)c(CN2CCN(C(=O)c3cccs3)CC2)c1
0.3	Cc1cccc(C)c1OCc1cc(C(=O)N2CCC(c3ccccc3)CC2)no1
0.0	Cc1cc(C)c(C)c(OCC(=O)O/N=C(\N)c2ccncc2)c1
1.9	C=CCNC(=O)C1CC1(c1cccc(C)c1)c1cccc(C)c1 (configuration not stated)
-3.8	CCc1nnc(NC(=S)Nc2ccccc2)s1
-0.9	CCc1c(O)nc(SCC(=O)c2ccccc2)n(-c2ccccc2)c1=O
-2.6	O=C(CCNS(=O)(=O)c1ccccc1)N1CCN(c2ccccc2)CC1
2.0	CC(C)(C)OC(=O)N1CCCC(C(=O)Nc2cccc(C(=O)N3CCOCC3)c2)C1 (configuration not stated)
-1.0	C[C@H]1Oc2ccccc2C(=O)C1C(=O)c1ccccc1 (some centres not stated)
-3.1	COc1cc(NC(=O)C2CCCCC2)c2ncccc2c1
-0.9	CC(=O)Oc1ccc(OC(C)=O)c2c1CC1(C)OC1(C)C2 (configuration not stated)
-1.3	CCOC(=O)CCc1c(C)c2ccc(OCc3cc([N+](=O)[O-])ccc3OC)c(C)c2oc1=O
0.0	CC(/C=N/N1CCN(c2ccccc2)CC1)=C\c1ccco1
3.3	COC(=O)c1sc(N(C)C)c(C#N)c1-c1ccccc1
7.7	Cc1[nH]cc(Br)c(=O)c1Oc1ncc(C(F)(F)F)cc1Cl
0.4	S=C(NC1CCCC1)NC1CCCC1
-1.9	Cc1ccc(S(=O)(=O)/N=C(/c2ccccc2)N(C)c2ccc(O)cc2)cc1
1.8	C[C@@H]1CCCCO[C@H](CN(C)C(=O)Cc2ccccc2)[C@@H](C)CN([C@H](C)CO)C(=O)c2cc(N(C)C)ccc2O1
0.0	C[C@H]1CN([C@@H](C)CO)C(=O)CCCn2nncc2CO[C@@H]1CN(C)C(=O)Nc1ccc2c(c1)OCO2
-0.6	CC1CCN(c2c(NCC3CCC(C(=O)NCc4ccccc4)CC3)c(=O)c2=O)CC1 (configuration not stated)
-0.1	Cc1ccc(N(CC(=O)NCc2ccccc2)C(=O)CCC(=O)Nc2nccs2)cc1
4.3	COc1cc2ncnc(NCc3ccc(C)o3)c2cc1OC
0.8	O=C(NC1CCCCN(Cc2ccc(Cl)cc2)C1=O)c1cccs1 (configuration not stated)
0.0	COC(=O)[C@@]12C[C@@H](CC(=O)NCc3cccc(C(F)(F)F)c3)C(=O)N(Cc3cccc4ccccc34)C1=CCC(C)(C)C2
4.6	CCN(CC)CCn1c(SCC(=O)NCc2ccco2)nc2c(sc3ccccc32)c1=O
-1.1	COc1cc(/C=N/N2CCN(Cc3ccc(Cl)cc3)CC2)ccc1OC(C)=O
-0.9	Cc1ccc(-c2nn(-c3cc(N4CCNCC4)ccc3[N+](=O)[O-])c(=O)c3ccccc23)cc1
-1.3	COc1ccc(/C=C(\C#N)c2nc3ccc(C)cc3[nH]2)cc1Oc1ccc(C(F)(F)F)cc1[N+](=O)[O-]
2.4	CCOC(=O)C1=NN(c2ccccc2)C2=NC(C)=C(C(=O)OC)C(c3ccc(C)cc3)N12 (configuration not stated)
3.7	COc1ccc(C(CNC(=O)c2ccc(S(=O)(=O)Nc3cccc(C)c3C)cc2)N2CCOCC2)cc1 (configuration not stated)
4.6	CSc1nsc(SC)c1C(=O)Nc1ccc(Cl)cc1
-2.1	O=C(NC(=S)Nc1ncc(Br)cc1Br)c1ccccc1
0.3	O=C(NNC(=O)C1CCCCC1)c1ccc(Br)cc1
-1.3	O=C(CN1CCC(Cc2ccccc2)CC1)NC(=O)NC1CCCCC1
0.7	CC(=O)c1ccc(NS(=O)(=O)c2ccc3ccccc3c2)cc1
-0.4	COc1ccc(NC2=C(Cl)C(=O)N(c3ccccc3)C2=O)c(OC)c1
-1.5	CC1(C)C(=O)Nc2ccccc2N1C(=O)COC(=O)Cn1cnc2ccccc2c1=O
-0.6	Cc1cc2nc(-c3cccc(Br)c3)c(CC3CCCCC3)n2c(C)c1Br
6.8	CC(O)(c1ccccc1)C(C(c1ccccc1)N1CCOCC1)N1CCOCC1 (configuration not stated)
1.1	O=C(Cc1c(F)cccc1Cl)Nc1ccon1
-1.1	COc1ccc(Br)cc1/C=N/NC(=O)c1nc(-c2ccccc2)n2c1CCCCC2
1.3	CC(C)C(=O)Nc1ccc2c(c1)nc(CCN1CCN(c3ccccc3)CC1)n2C
-0.2	CC(=O)Nc1ccc(NC(=O)c2oc3cc(C)c(C)cc3c2C)cc1
-1.8	CCCCCCc1ccc(N2C[C@H](Cc3ccccc3)[C@@H](CC(=O)Nc3ccccc3)C2=O)cc1
0.1	C[C@@H]1CN([C@H](C)CO)C(=O)CCCn2cc(nn2)CO[C@H]1CN(C)C(=O)Nc1ccc(C(F)(F)F)cc1
-1.3	CC(=O)c1ccccc1OCCCOc1cccc2cccnc12
1.1	CC(CN1CCCC1)OC(=O)c1ccc(F)cc1 (configuration not stated)
0.0	COC(=O)[C@]12C[C@H](CC(=O)N3CCCCC3)C(=O)N(Cc3ccc(Cl)cc3Cl)C1=C[C@H](C(C)C)O[C@@H]2C1CC1
-1.8	O=C1c2cccc([N+](=O)[O-])c2C(=O)N1C1CCCCC1
8.5	CCCCC(=O)Nc1nc(C)c(-c2csc(Nc3ccccc3OC)n2)s1
-0.7	Cc1ccccc1NC(=S)Nc1ccccc1
-1.7	COc1ccc(CNC(=O)/C(C#N)=C/c2cccc(OC)c2OC)cc1

(listing goes on)
TTR transcr act	SMILES
-0.5	CCc1ccc(OCC(=O)N(Cc2ccccc2)C2CCS(=O)(=O)C2)cc1 (configuration not stated)
-1.2	CCOC(=O)CNC(=O)CSc1nnc(-c2ccco2)n1N
0.2	S=c1cn[nH]c2ccccc12
1.7	O=C1C=C(c2ccc(-c3ccccc3)c(F)c2)C[C@@H](c2ccc3c(c2)OCO3)C1
0.3	CCCSc1sc(C(=O)OC)c(-c2cccs2)c1C#N
-0.3	O=c1c(-c2ccccc2)coc2c(CN3CCCCC3)c(O)ccc12
7.1	O=C(Nc1ccccc1[N+](=O)[O-])c1cncc(Br)c1
-1.3	CCn1c(S(=O)(=O)O)nc2ccccc21
3.0	COCc1c(C#N)c(NCCc2ccc(F)cc2)nc(C)c1[N+](=O)[O-]
-1.6	CCSc1ncccc1-c1nc2ccccc2[nH]1
-1.0	CN(C)c1ccc(N=Nc2cccc3ccoc23)cc1
-1.5	COc1ccc(Br)cc1/C=C/c1ccc2cccc(O)c2n1
-3.5	CCN(CC)C(=O)C1CCN(S(=O)(=O)c2ccc3oc4ccccc4c3c2)CC1
2.4	O=C(Nc1nc(-c2ccncc2)cs1)c1ccc(F)cc1
-0.9	CCC(=O)N1CCN(c2nc3ccccc3s2)CC1
0.5	CCC(=NOCc1ccccc1)C(=O)NNS(=O)(=O)c1ccc(C)cc1
-1.1	Cc1csc2c(=O)sc(NC(=O)c3ccc(F)cc3Cl)nc12
-0.2	COc1cc(C(=O)Nc2nnc(C3=COCCO3)o2)cc(OC)c1OC
-1.2	C(=N\n1cnnc1)/c1ccc(N2CCOCC2)cc1
2.1	O=C1CC(C(=O)Nc2ccccc2)N=C(N2CCCCC2)N1 (configuration not stated)
-0.2	N/C(=N\OC(=O)c1cccnc1)c1ccc(Cl)cc1Cl
1.3	COc1ccccc1-c1cccc([C@@H]2C[C@H]3[C@H](CON3C)CN2S(=O)(=O)c2ccccc2C)c1
1.3	CN(C(=O)c1cccc(NC(=O)Cc2ccc(NC(=O)C3CCN(C(=O)CCc4ccccc4)CC3)cc2)c1)C1CCC1
1.8	COc1ccc(OCC(O)CNC(=O)Nc2ccccc2)cc1 (configuration not stated)
1.4	CSCCC(NC(=O)COc1ccccc1)C(=O)OCC(=O)c1cc2ccccc2o1 (configuration not stated)
-0.5	Cc1ccc(NC(=O)c2cc(-c3ccccc3)n[nH]2)cc1
2.6	Cc1ccc(CNC(=O)C2CCCN(S(=O)(=O)c3c(C)[nH]c(=O)[nH]c3=O)C2)cc1 (configuration not stated)
2.6	CCOc1nc2c(c(-c3cccs3)c1C#N)Cc1ccccc1-2
-0.3	CCOC(=O)C1=C(c2ccccc2)NC(=O)NC1c1ccc(OC)cc1 (configuration not stated)
0.5	CCOc1ccccc1C(=O)NC(C(=O)NCCc1ccccn1)C(C)C (configuration not stated)
1.1	CCOC(=O)C1=C(COC(=O)c2ccc(Cl)c(S(=O)(=O)N3CCOCC3)c2)NC(=O)NC1C (configuration not stated)
-1.9	CCc1ccc(N2C(=O)CN(Cc3sccc3C)C2=S)cc1
-2.0	NC(=O)C1CCN(c2nc(-c3ccc4c(c3)OCCO4)cs2)CC1
2.5	O=C(c1ccccc1)N1CCN(C(=O)c2cccnc2)CC1
0.3	COc1cc2c(cc1OC)-c1nc3ccccc3c(=O)n1C(C)(C)C2
-0.1	Cc1ccc(Cn2c(=O)n(C)c(=O)c3sccc32)cc1
-1.6	Cc1nn(CC(=O)NN)c(C)c1Br
-2.8	Cc1ccc(C)c(NC(=O)CN(C)C(=O)[C@@H](NC(=O)c2ccc(C(C)(C)C)cc2)C(C)C)c1
2.5	O=C(NCC(F)(F)F)c1nn(Cc2ccccc2)c(=O)c2ccccc12
-1.1	CN1CCN(Cc2c(C(=O)N3CCc4ccccc4C3)nc3ccc(Cl)cn23)CC1
-0.3	COC(=O)C1CCCN1C(=O)C1CCCN1C(=O)CNC(=O)OCc1ccccc1 (configuration not stated)
3.5	CC(C)CCNC(=O)Nc1ccc2c(c1)N(C)C(=O)CS2
-0.2	COC(=O)CN(c1c(C)cccc1C)S(C)(=O)=O
-0.8	CCOC(=O)c1[nH]c2ccc(OC)cc2c1C
0.0	O=C(/C=C/c1ccccc1)N(Cc1ccc(Cl)cc1)C1CCS(=O)(=O)C1 (configuration not stated)
0.6	Cc1ccc2nc(-c3ccccn3)oc2c1
-0.1	CCNC(=O)C1(C)CCN(C(=O)c2ccc(-c3ccccc3)cc2)C1 (configuration not stated)
-1.7	CCOC(=O)C(C(=O)NCc1cccc(OC)c1)c1ncc(C(F)(F)F)cc1Cl (configuration not stated)
-1.1	O=C(N/N=C/c1c(O)n(-c2ccccc2Cl)c(=O)c2ccccc12)c1cccnc1
-0.2	CCNC(=O)N1CCCC(C(=O)c2ccc3cc(OC)ccc3c2)C1 (configuration not stated)
-1.0	Cc1cccc(C)c1NC(=S)N(Cc1cccnc1)Cc1ccccc1Cl
-1.4	Cc1cc(C2=NNC(=NCCc3ccccc3)SC2)c(C)n1-c1c(C)n(C)n(-c2ccccc2)c1=O
0.3	CCOC(=O)C(=O)N=Nc1c(O)n(C)c2ccccc12
-2.8	COc1ccc(CNC(=O)CN(Cc2ccccc2)S(=O)(=O)c2ccc(Cl)cc2)cc1
3.5	CC(=O)/C=C(/C)NC(Cc1c[nH]c2ccccc12)C(=O)O (configuration not stated)
1.2	COc1ccc(OC)c(N2C(=O)CC(Cc3ccc(Cl)cc3)C2=O)c1 (configuration not stated)
-2.5	CC(C)(C)OC(=O)N(Cc1ccccc1)Cc1ccc(OCc2cccc(NC(=O)C3CC3)c2)cc1
2.4	Cn1c(-c2ccc(C#N)cc2)c(C#Cc2ccccc2)c2ccccc21
0.1	Cn1nc(C(=O)NCc2ccccn2)c2ccccc2c1=O
6.4	O=[N+]([O-])c1cccc(Cl)c1N1CCOCC1

Taken from the entries so far, 15 compounds:
TTR transcr act	SMILES
0.6	Cc1ccc2nc(-c3ccccn3)oc2c1
-0.1	CCNC(=O)C1(C)CCN(C(=O)c2ccc(-c3ccccc3)cc2)C1 (configuration not stated)
-1.7	CCOC(=O)C(C(=O)NCc1cccc(OC)c1)c1ncc(C(F)(F)F)cc1Cl (configuration not stated)
-1.1	O=C(N/N=C/c1c(O)n(-c2ccccc2Cl)c(=O)c2ccccc12)c1cccnc1
-0.2	CCNC(=O)N1CCCC(C(=O)c2ccc3cc(OC)ccc3c2)C1 (configuration not stated)
-1.0	Cc1cccc(C)c1NC(=S)N(Cc1cccnc1)Cc1ccccc1Cl
-1.4	Cc1cc(C2=NNC(=NCCc3ccccc3)SC2)c(C)n1-c1c(C)n(C)n(-c2ccccc2)c1=O
0.3	CCOC(=O)C(=O)N=Nc1c(O)n(C)c2ccccc12
-2.8	COc1ccc(CNC(=O)CN(Cc2ccccc2)S(=O)(=O)c2ccc(Cl)cc2)cc1
3.5	CC(=O)/C=C(/C)NC(Cc1c[nH]c2ccccc12)C(=O)O (configuration not stated)
1.2	COc1ccc(OC)c(N2C(=O)CC(Cc3ccc(Cl)cc3)C2=O)c1 (configuration not stated)
-2.5	CC(C)(C)OC(=O)N(Cc1ccccc1)Cc1ccc(OCc2cccc(NC(=O)C3CC3)c2)cc1
2.4	Cn1c(-c2ccc(C#N)cc2)c(C#Cc2ccccc2)c2ccccc21
0.1	Cn1nc(C(=O)NCc2ccccn2)c2ccccc2c1=O
6.4	O=[N+]([O-])c1cccc(Cl)c1N1CCOCC1

Following part
TTR transcr act	SMILES
0.4	COc1ccccc1N(CN1CCCC1=O)C(=O)c1c(F)cccc1F
-0.8	COc1cc(C2C(C#N)=C(C)NC3=C2C(=O)c2ccccc23)cc(OC)c1OC (configuration not stated)
0.0	Cc1ccc(-c2ccc(/C=N/n3cnnc3)o2)cc1Cl
-0.3	CCN(CC(=O)Nc1c(F)cccc1F)C(=O)C1CCN(C(=O)Nc2ccccc2)CC1
-3.0	CC(O)CNc1nc2c(c(=O)n(C)c(=O)n2C)n1Cc1cccc(Br)c1 (configuration not stated)
